Source: PubChem (several laboratories)
PfM18AAP inh – PfM18AAP enzyme inhibition. recombinant PfM18AAP, H-Glu-NHMec fluorogenic cleavage. inhibition, % at 7.35 µM. 290,000 tested, 1.2% active. AID 1822;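 active means inhibition above the campaign mean inhibition over all tested compounds plus 3 SD, cut at about 28% in these data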;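 further: 0% = plate median of test compound wells and 100% = 2 mM ZnCl2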
IMP-1 inh – inhibitors of Pseudomonas aeruginosa IMP-1 metallo-beta-lactamase. purified IMP-1, nitrocefin hydrolysis, epi-absorbance fluorescence. inhibition, % at 5.6 µM. 290,000 tested, 0.45% active. AID 1556;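 active means inhibition above the mean plus 3 SD of all compounds in the same screening run, cut at about 4.5% in these data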;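 further: 0% = IMP-1 with DMSO and 100% = DMSO wells lacking enzyme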
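Material – recombinant IMP-1 enzyme, purified · Amount – IMP-1 0.2 nM before substrate addition · Medium – HEPES buffer pH 7.1 with ZnSO4 and Brij 35 · Timing – 25 °C, 15 min preincubation, 25 min reaction · Measured by – plate fluorescence quenching by hydrolysis product, ex 480/em 530 nm · Read-out – percent enzyme inhibition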
NS3 helicase inh – blocks Hepatitis C virus NS3 helicase unwinding. NS3 helicase DNA unwinding, Cy5 molecular beacon fluorescence. inhibition, % at 10.9 µM. 290,000 tested, 0.56% active;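 active means inhibition above the mean of all tested compounds plus 3 SD, set per campaign, cut at about 35% in these data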;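 further: 0% = DMSO wells and 100% = thioflavine S control wells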
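Assay system: hepatitis C virus NS3 helicase domain fragment enzyme. Also added: annealed dual-labelled DNA beacon duplex, ATP-started. Timing: 1 h reaction at 25 °C, ATP-initiated. Technique: Cy5 fluorescence at 0 and 60 min, beacon hairpin quenching. Evaluation: % inhibition of unwinding. Replication: one well per compound.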
VIM-2 inh – blocks Pseudomonas aeruginosa VIM-2 metallo-beta-lactamase; purified VIM-2, nitrocefin hydrolysis, epi-absorbance fluorescence; inhibition, % at 5.6 µM; 290,000 tested, 0.89% active; AID 1527;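 active means inhibition above the mean of all tested compounds plus 3 SD, cutoff set per screening run, cut at about 7.5% in these data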;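 further: red hydrolysis product quenches plate fluorescence so inhibitors raise well fluorescence; 0% = enzyme with DMSO and 100% = DMSO without enzyme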
UBC9 SUMO inh – inhibitors of human SUMOylation (UBC9); P63279; HTRF SUMOylation assay, SAE1/SAE2 + UBC9, in vitro; 290,000 tested, 0.36% active; inhibition, % at 35 µM; in the data active means inhibition above about 50%, passing the limit was not always enough; further: strong numbers were not always called active
Target sequence (P63279 whole entry, looked up): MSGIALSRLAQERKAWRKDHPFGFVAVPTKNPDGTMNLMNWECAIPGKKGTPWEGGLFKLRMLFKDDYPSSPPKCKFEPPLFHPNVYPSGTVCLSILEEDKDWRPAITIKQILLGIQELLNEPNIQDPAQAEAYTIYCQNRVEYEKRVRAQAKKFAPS
MEKK2 mut-MEK5 – signal of MEK5 binding to mutant human MEKK2 PB1 domain | percent response, % at 10 µM | 290,000 tested, 0.35% active | bead flow cytometry, Alexa488-MEK5 binding to MEKK2 mutant | AID 1530; in the data active means percent response above about 24%, passing the limit was not always enough; further: inactives centre near 1; some results filed as inactive read as strong as hits; reference of the scale not given here
NALP1 yeast inh – blocks the NALP1 inflammasome reconstituted in yeast; S. cerevisiae NALP1/ASC/caspase-1 growth, X-gal OD620, 72 h; inhibition, % at 10 µM; 280,000 tested, 0.61% active; AID 2071; in the data active means inhibition mostly above about 24%, no sharp cut-off; inactive means mostly below about 32%; further: some compounds called inactive have numbers as strong as hits
MEKK2 WT-MEK5 – raises or lowers MEK5 binding to wildtype human MEKK2 PB1 domain | bead flow cytometry, Alexa488-MEK5 binding to MEKK2 WT; actives lie on both sides | binding response (% of control), % at 10 µM | 290,000 tested, 1.1% active | AID 1531; in the data active means binding response below about 67% or above about 130%
FID counter – fluorescent intercalator displacement, NS3 helicase counter-screen; inhibition, % at 7.9 µM; DNA fluorescent intercalator displacement, fluorescence; 290,000 tested, 0.17% active; in the data active means inhibition above about 37%;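 further: 0% = vehicle and 100% = reference compound; higher means more ethidium bromide displaced from hairpin DNA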
An asterisk follows results filed as active; · = no result given.

canonical_smiles	PfM18AAP inh	IMP-1 inh	NS3 helicase inh	VIM-2 inh	UBC9 SUMO inh	MEKK2 mut-MEK5	NALP1 yeast inh	MEKK2 WT-MEK5	FID counter
CCn1c(SCC(=O)Nc2nc(C)c(C)s2)nc2cccnc21	-8	-5.5	-7	-3.2	3	4	6	102	-10
COc1ccc(-n2ncc3c2CC(C)(C)CC3NC(=O)c2ccc(OC)o2)cc1 (stereo not drawn)	0	-2.9	-7	-1.1	-5	0	10	95	-49
CCOc1cc(/C=N/NC(=O)c2nn(C)cc2Br)ccc1OCc1ccccc1	-1	-3.5	-5	-5.4	-4	-2	21	90	-3
CCOc1ccccc1NC1=C(Cl)C(=O)N(Cc2ccccc2)C1=O	10	2.4	-4	-4.1	-7	-4	17	98	-5
CCOC(=O)C1=C(C)Nc2nc(C)nn2C1c1ccc(C)cc1 (stereo not drawn)	1	-1.0	2	-4.2	8	-4	21	101	-9
COC(=O)C1CCCCN1C(=O)c1cccc(OC2CCN(C(=O)C3CC3)CC2)c1 (stereo not drawn)	0	-6.5	3	-0.2	4	5	2	104	-42
Cc1ccc(S(=O)(=O)NC(=O)Nc2nccs2)cc1	-2	3.5	0	-0.9	3	-1	19	95	-1
COc1ccccc1C(=O)NCCC(=O)NCCC12CC3CC(CC(C3)C1)C2	-4	-0.8	-3	-1.5	0	2	7	102	-55
CCc1nc(Nc2ccc3c(c2)OCO3)c2oc3ccccc3c2n1	4	-1.1	-2	5.7	-4	·	4	·	-12
CCS(=O)(=O)c1nc(S(=O)(=O)c2ccc(C)cc2)c(N2CCC3(CC2)OCCO3)s1	4	-1.3	20	-1.7	5	2	2	101	-39
CN(CC(=O)NCc1ccc2c(c1)OCO2)S(=O)(=O)c1ccc(F)cc1	-7	-2.6	-1	-3.4	4	1	-7	100	-4
N#CCn1cnc2sc(-c3ccccc3)cc2c1=O	8	0.9	15	-0.7	9	-9	11	91	4
O=C(c1cccc(S(=O)(=O)N2CCOCC2)c1)N1CCN(Cc2ccc3c(c2)OCO3)CC1	3	-2.3	9	1.0	-16	-8	-13	90	-14
Nc1nc(SCC(=O)NCc2ccccc2Cl)[nH]c(=O)c1NC(=O)c1ccccc1F	-12	-1.0	4	1.6	3	-2	25	97	-3
Cc1oc2cc3oc(=O)c(CCC(=O)NCCN4CCOCC4)c(C)c3cc2c1C	-5	-2.4	-12	-1.5	35	3	13	102	-1
O=C(CCc1ccccc1)NNC(=O)COc1ccc([N+](=O)[O-])cc1	7	-3.6	3	-1.0	1	6	4	103	-2
CN(C)Cc1c(C(=O)N/N=C/c2cccnc2)nnn1-c1nonc1N	3	-1.1	7	0.6	-3	-4	3	98	-7
OC[C@H]1O[C@@H](n2cnc3c(Nc4ccccc4)ncnc32)[C@H](O)[C@@H]1O	-1	-3.9	-1	-4.5	-8	5	8	101	-2
CC(OC(=O)c1cc2sccc2n1C)C(=O)NCc1ccco1 (stereo not drawn)	1	-0.8	3	-0.5	14	4	3	101	-15
CCOC(=O)CCc1c(C)c2ccc(O)cc2oc1=O	-8	-4.0	11	-0.8	40	3	·	101	-8
CCCCc1cc(=O)oc2c(CN3CCCC3)c(O)ccc12	3	0.8	-8	-0.8	8	1	20	108	5
CSc1ccc(/C=C/C(=O)c2ccc(O)cc2)cc1	-9	-2.7	-3	-0.6	12	8	59*	105	9
CC(C)[C@H](NC(=O)OC(C)(C)C)c1nnc(S(=O)(=O)Cc2c(F)cccc2Cl)o1	·	·	·	·	-3	2	9	98	·
COC(=O)c1sc(=S)n(-c2cccc(Cl)c2)c1N	21	-1.3	3	0.8	6	12	-3	114	3
COc1ccc(C(=O)Nc2ccccc2C(=O)NC(Cc2c[nH]c3ccccc23)C(=O)O)cc1 (stereo not drawn)	2	-0.4	26	-1.8	2	-13	-2	88	-11
CCN(CC)c1ccc(C=NCCNS(=O)(=O)c2ccc(C)cc2)cc1	1	-4.7	3	-2.8	-3	7	14	-6.0*	-6
O=C(/C=C/c1ccc(F)cc1)N1CCN(c2ncccn2)CC1	-2	-2.1	6	-2.5	1	2	-11	98	-5
COC(=O)C(NC(C)=O)(Nc1ccccn1)C(F)(F)F (stereo not drawn)	-14	-2.9	8	-4.7	-7	-4	-3	95	7
CC(/C=C/c1ccc(OCc2ccccc2)cc1)=N\O	0	-2.7	4	-3.3	12	-2	29	92	0
Cn1c(N)c(S(=O)(=O)NCc2ccc(Cl)cc2)c(=O)n(C)c1=O	0	-1.8	-9	0.6	-4	·	-24	·	0

Grouped by structure: the entries above with an aryl thioether with sulfur outside any ring
canonical_smiles	PfM18AAP inh	IMP-1 inh	NS3 helicase inh	VIM-2 inh	UBC9 SUMO inh	MEKK2 mut-MEK5	NALP1 yeast inh	MEKK2 WT-MEK5	FID counter
CCn1c(SCC(=O)Nc2nc(C)c(C)s2)nc2cccnc21	-8	-5.5	-7	-3.2	3	4	6	102	-10
Nc1nc(SCC(=O)NCc2ccccc2Cl)[nH]c(=O)c1NC(=O)c1ccccc1F	-12	-1.0	4	1.6	3	-2	25	97	-3
CSc1ccc(/C=C/C(=O)c2ccc(O)cc2)cc1	-9	-2.7	-3	-0.6	12	8	59*	105	9

Entries listed above printed as active in MEKK2 WT-MEK5.
SMILES	PfM18AAP inh	IMP-1 inh	NS3 helicase inh	VIM-2 inh	UBC9 SUMO inh	MEKK2 mut-MEK5	NALP1 yeast inh	MEKK2 WT-MEK5
CCN(CC)c1ccc(C=NCCNS(=O)(=O)c2ccc(C)cc2)cc1	1	-4.7	3	-2.8	-3	7	14	-6.0*

The list goes on.
canonical_smiles	PfM18AAP inh	IMP-1 inh	NS3 helicase inh	VIM-2 inh	UBC9 SUMO inh	MEKK2 mut-MEK5	NALP1 yeast inh	MEKK2 WT-MEK5	FID counter
CCCCN(C(=O)CN1CCOCC1)c1c(N)n(CC(C)C)c(=O)[nH]c1=O	0	-4.7	-2	-3.6	0	14	18	110	0
O=C(NCCCn1ccnc1)C1CC(c2ccccc2Cl)=NO1 (stereo not drawn)	4	-3.2	-1	-1.1	14	-8	·	101	-1
CCSC(=O)NC12CC3CC(CC(C3)C1)C2	-5	-3.9	-5	-1.0	1	4	·	102	-2
COc1ccc(C(=O)NNC(=O)COc2ccc(Cl)cc2)c(OC)c1	22	-1.8	17	-4.8	-6	-10	23	90	-24
CCC(C)C(NC(=O)c1ccccc1NC(=O)c1ccc(C)cc1)C(=O)O (stereo not drawn)	4	-1.2	10	-1.8	5	-5	-6	99	-29
CCC(C)(C)n1nnnc1C(C(C)C)N1CCC(C(N)=O)CC1 (stereo not drawn)	-11	-3.5	2	-2.6	-2	4	9	109	-2
O=C(Cn1ncn2c(cc3ccccc32)c1=O)NCCc1cccs1	-15	-4.5	5	-1.8	20	1	0	102	-1
COc1cc(C(F)(F)F)c(C(=O)NCc2cccc(Cl)c2)cn1	-2	-0.1	-1	-1.8	4	10	6	106	-6
O=c1c(Cc2ccccc2)c(O)nc2n1CCS2	-11	-1.3	2	0.2	14	2	3	103	-5
COc1ccc(-c2nc(N)n(C(=O)c3ccccc3Cl)n2)cc1	3	-2.6	-4	-3.0	7	-1	42	99	-3
Cc1ccc(-n2c(C(C)n3nc(C)c([N+](=O)[O-])c3C)n[nH]c2=S)cc1 (stereo not drawn)	22	-5.0	0	-3.0	-5	-1	4	97	-9
CC(=O)c1c[nH]c2ccc(C)cc2c1=O	4	-1.6	4	-3.6	-2	1	9	96	-1
CCOc1ccc(NC(=O)c2ccccc2NC(=O)c2cccnc2)cc1	6	-0.9	-5	0.6	16	4	15	105	-26
O=C(Cn1ccccc1=O)c1cccs1	-2	-1.3	5	-1.5	-6	6	6	102	1
CCc1nnc(NC(=O)CSc2nnc(Cc3cc(=O)[nH]c(=O)[nH]3)n2-c2ccc(OC)cc2)s1	6	-1.6	-1	1.0	-27	7	6	87	-25
COCCNC(=S)N1CCN(C(=O)C(=O)Nc2ccc(C(=O)OC)cc2)CC1	-10	-0.1	1	0.8	7	2	31	102	-11
Cc1nnc2ccc(-c3cccc(NC(=O)c4ccco4)c3)nn12	3	-1.2	-7	15*	4	-1	5	110	-1
Cc1ccc(C(=O)NCCCNC(=O)Cc2ccccc2)cn1	-4	-0.5	-4	-0.1	5	-11	26	88	-6
COc1ccc2cc(C(=O)C3CCCN(C(=O)c4cnccn4)C3)ccc2c1 (stereo not drawn)	1	-0.2	20	-0.9	6	-10	·	93	-30
COC(=O)c1ccc(NC(=O)CC2C(=O)N(C)C(=S)N2Cc2ccc(S(N)(=O)=O)cc2)cc1 (stereo not drawn)	4	-2.4	9	-0.6	-2	-5	-17	96	-2
O=C(CCc1nc(-c2ccccc2F)no1)NCCN1CCN(Cc2ccccc2)CC1	-9	-3.1	3	-2.1	-18	7	12	105	6
Cc1sc2nc[nH]c(=O)c2c1-c1ccc(Cl)cc1	6	0.6	21	1.8	2	0	16	99	-12
O=C(/C=C/Nc1ccc(S(=O)(=O)Nc2ncccn2)cc1)c1ccc2ccccc2c1	-1	-1.2	1	-1.7	36	1	6	103	-5
Cc1ccccc1NC1c2ccccc2C(=O)N1Cc1ccco1 (stereo not drawn)	-9	-0.9	41*	1.5	-6	11	-7	111	-26
COc1cc(C(=O)Oc2cccc(Nc3ncnc4ccccc34)c2)cc(OC)c1OC	-3	-1.1	-17	-1.1	12	5	-4	111	-9
COc1ccc(CC(=O)Nc2ccc(NC(=O)c3ccccc3F)cc2)cc1	5	-2.6	1	-4.1	24	-7	4	98	-2
CCc1[nH]nc(C(=O)NC2CCCN(Cc3ccccc3F)C2)c1C (stereo not drawn)	-2	-3.5	-10	-3.2	8	4	1	98	-4
NC(=O)COc1ccc(NC(=O)c2ccccc2-c2ccccc2)cc1	2	0.8	-7	0.7	-4	-5	1	97	-10
CCNC(=O)c1c(N)sc2c1CCCCC2	0	-3.8	4	-3.5	34	-31	21	71	-10
COC(=O)c1sccc1NC(=S)Nc1cc(C)ccc1OC	11	-3.5	1	-2.6	6	-1	-14	99	2
COc1cc2ncnc(NCc3cccs3)c2cc1OC	-1	-2.6	-4	-2.8	21	8	14	108	8
COc1ccc(-c2cc(-c3nnc(COC(=O)C4CC4)o3)c3ccccc3n2)cc1OC	1	-3.8	-3	-1.6	11	1	14	96	-27
Cn1ncc(Br)c1C(=O)N1CCc2ccccc21	-1	-0.6	-4	-3.3	11	-2	26	98	-4
COCCCNC(=S)Nc1cc2oc3ccccc3c2cc1OC	9	-4.4	-3	-2.6	2	0	-7	103	-16
Cc1[nH][nH]c(=O)c1[C@@H](c1ccccc1[N+](=O)[O-])C(C#N)C#N	26	-2.3	-9	-0.4	1	0	8	102	-2
Cc1ccc(S(=O)(=O)N2CCOCC2)cc1NC(=O)COC(=O)c1ccc(OCc2c(C)noc2C)cc1	6	-3.6	-4	-3.6	-10	-2	36	99	-34
COc1cc(S(=O)(=O)NCC2COCCO2)ccc1-n1cnnn1 (stereo not drawn)	-3	-2.6	6	-2.5	17	6	16	107	2
